B2AR arrestin = beta2AR (human) beta-arrestin recruitment activity. P07550. beta-arrestin recruitment to beta2AR, cell-based reporter. Potency, µM (titrated, usually from 46.1 µM), without a hit: at the top dose activation, actives largely listed as activators. hit rate 0.02% among 330,000;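 note: potency is the fitted concentration of half-maximal effect; 0% = DMSO controls and full agonism = EC100 isoproterenol or metaproterenol; nearly all actives have a fitted effect of over 65% in size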
Target sequence (P07550 whole entry, looked up): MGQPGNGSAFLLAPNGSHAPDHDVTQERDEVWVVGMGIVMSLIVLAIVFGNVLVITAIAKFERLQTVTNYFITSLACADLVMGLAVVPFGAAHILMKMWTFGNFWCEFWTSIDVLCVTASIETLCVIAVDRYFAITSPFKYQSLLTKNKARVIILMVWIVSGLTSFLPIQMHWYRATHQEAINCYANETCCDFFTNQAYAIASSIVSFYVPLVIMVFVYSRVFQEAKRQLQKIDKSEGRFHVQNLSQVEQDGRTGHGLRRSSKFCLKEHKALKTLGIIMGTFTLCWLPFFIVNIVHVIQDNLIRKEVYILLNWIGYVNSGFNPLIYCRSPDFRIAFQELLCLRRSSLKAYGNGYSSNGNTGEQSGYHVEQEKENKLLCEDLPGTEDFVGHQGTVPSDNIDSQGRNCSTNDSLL
TRPV1 agonist = human TRPV1 agonism. Q8NER1. TRPV1-expressing cells, Fluo-8 calcium influx, agonist mode. hit rate 0.19% among 320,000. activation, % at 8.33 µM; in the data active = activation above about 80%; inconclusive = between about 30% and that limit; note: 0% is about no effect
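TRPV1-expressing cells were cultured overnight at 35.5C and loaded with Fluo-8 calcium dye for 40 to 90 min at room temperature. After a 10 s baseline, compound was added and calcium influx was read kinetically for 3 min (ex 480/em 520 nm).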
AT treatment = potential ataxia-telangiectasia treatments restoring KAP-1 phosphorylation | […] A-T fibroblasts, KAP-1 phosphorylation AlphaLISA; neocarzinostatin DNA damage 30 min before lysis | Potency, µM (highest dose often 57.5 µM), for the others: at the top dose activation, most hits filed as activators | hit rate 0.19% among 320,000 | AID 485349; note: potency is the fitted concentration of half-maximal effect; % of control where 0% means no effect; nearly all actives have a fitted effect of over 45% in size
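ATM-like activity read as KAP-1 phosphorylation via AlphaLISA donor/acceptor antibody pairs after lysis and 6 hr at 25C. Cells were ATM-null patient fibroblasts ([…], hTERT), dosed 60 min, then exposed to the DSB inducer NCS for 30 min.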
BRCA1 expr up = activators of BRCA1 expression. MCF7-BRCA1-FFLuc reporter, luminescence, 48 h; response scale: scaled: vehicle 0%, 10 µM genistein 100%. Potency, µM (highest dose often 46.1 µM), inactives show top-dose activation, actives largely listed as activators. hit rate 1.1% among 380,000. AID 624202; note: potency is the fitted concentration of half-maximal effect; nearly all actives have a fitted effect of over 80% in size; some results filed as inactive show a strong effect at the top dose
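Luminescence from a BRCA1-driven firefly luciferase in MCF7 cells was read after 48 h compound exposure at 37 C. Data normalized against DMSO and a 10microM genistein activation control, then curve-fitted across the titration.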
p53 reactivator = restores transcriptional activity of mutant p53 | H1299 p53-A138V BP100-luciferase reporter, luminescence, 24 h | Potency, µM (highest dose often 92.2 µM), for inactives: top-dose activity change, positive = activation, hits mostly activators | hit rate 0.063% among 320,000; note: potency is the fitted concentration of half-maximal effect; % of control where 0% means no effect; nearly all actives have a fitted effect of over 45% in size
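p53-null H1299 cells stably carrying temperature-sensitive p53-A138V and a BP100-luciferase reporter were pinned with compounds (4-point, 1:5 series) and held 24 hrs at 37 deg C. Luminescence was read 10 min after detection reagent.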
ELG1 repair inh = inhibitors of ELG1-dependent DNA repair in HEK293T cells; HEK293T ELG1-luciferase reporter, luminescence, 16 h; DNA damage induced by 5-fluorouridine; Potency, µM (doses to about 46.1 µM), without a hit: at the top dose activity change, negative = inhibition, actives largely listed as inhibitors; hit rate 2.3% among 330,000; note: potency is the fitted concentration of half-maximal effect; % is set by controls: 0 for no effect and ±100 for the full control effect; nearly all actives have a fitted effect of over 55% in size
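Step one: seed 2,000 cells per well. Step two: pin-transfer compound or DMSO alongside 5-fluorouridine. Step three: incubate 16 hr, 37 °C, 5% CO2. Step four: add ONE-Glo, wait 30 min, read luminescence.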
TCR act = T cell receptor activation; AID 504894; 330,000 tested, under 10 active; Potency, µM (highest dose often 9.22 µM), without a hit: top-dose activation of IL-2 secretion, most hits filed as activators; primary human leukocytes, anti-CD3, IL-2 HTRF, 48 h; note: % of control where 0% means no effect
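Primary human leukocytes receive a-CD3 beads and test compound and are incubated 48 hr. Secreted IL-2 is then assayed by HTRF, measuring 665nm acceptor emission after 320nm excitation of the europium donor.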
Integrin act MD = integrin-mediated muscular dystrophy alleviation activation | alpha7betagal myoblasts, beta-gal FDG fluorescence, 48 h | Potency, µM (titrated, usually from 38.3 µM), for the others: at the highest dose activation, usual class: activators | hit rate 0.064% among 350,000 | AID 624291;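 note: potency is the fitted concentration of half-maximal effect; 100% = response of the positive control SU9516; nearly all actives have a fitted effect of over 60% in size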
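alpha7betagal+/- myoblasts (passage 13, 250/well) treated 48 h at 37C with compounds at 1:260 dilution of DMSO stock. Lysed, then beta-galactosidase activity read as FDG fluorescence (ex 480/em 540) after 30 min, with pre-read for autofluorescence.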
CXXC DNA block = inhibitors of human MLL CXXC domain-DNA interaction; Q03164; hit rate 0.037% among 290,000; MLL-CXXC / FITC-HOXA9 DNA fluorescence polarization; Potency, µM (titrated, usually from 115 µM), for the others: at the highest dose activity change, negative = inhibition, usual class: inhibitors; active = well fitted inhibition curve with a large enough effect in the polarisation, with a control signal flat, not every such curve was filed as active; inconclusive = small, poorly fitted or top-dose-only effect, or effect the other way, or a change in a side signal; inactive = no such curve, though single readings can be large or run the other way; the % refers to the polarisation; note: potency is the fitted concentration of half-maximal effect
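Fluorescence polarization: 7 uM MLL-CXXC (stock) preincubated 5 min with compounds, then 50 nM fluorescein-HOX-A9 DNA (stock) added; 30 min ambient. Buffer 50 mM Tris-HCl pH 7.5, 50 mM NaCl, 1 mM DTT, 0.05% BSA.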
TSG101-PTAP inh = blocks PTAP/TSG101 interaction to inhibit HIV-1 budding. Q99816. Fluorescence polarization, FITC-PTAP peptide / Tsg101 binding. Potency, µM (titrated, usually from 115 µM), inactives show at the top dose activity change, negative = inhibition, most hits filed as inhibitors. 340,000 tested, under 10 active; active = well fitted inhibition curve with a large enough effect in the main read-out, with a control signal flat, not every such curve was filed as active; inconclusive = small, poorly fitted or top-dose-only effect, or effect the other way, or a change in a side signal; inactive = no such curve, though single readings can be large or run the other way; note: potency is the fitted concentration of half-maximal effect; % of control where 0% means no effect
Target sequence (Q99816 whole entry, looked up): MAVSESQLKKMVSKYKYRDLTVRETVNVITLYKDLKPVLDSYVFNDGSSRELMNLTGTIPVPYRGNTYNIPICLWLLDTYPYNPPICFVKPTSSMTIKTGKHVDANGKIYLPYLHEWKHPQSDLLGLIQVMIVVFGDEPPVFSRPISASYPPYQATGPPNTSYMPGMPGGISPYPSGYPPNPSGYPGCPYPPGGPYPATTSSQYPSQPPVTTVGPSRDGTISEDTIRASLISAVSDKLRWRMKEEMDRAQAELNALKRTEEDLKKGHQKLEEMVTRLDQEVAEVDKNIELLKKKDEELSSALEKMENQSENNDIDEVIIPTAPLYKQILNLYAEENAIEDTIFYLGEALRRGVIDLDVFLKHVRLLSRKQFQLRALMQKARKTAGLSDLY
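Steps: Tsg101 binding domain dispensed (10 uM final), compounds pinned in DMSO, FITC-labeled PTAP-motif peptide added (50 nM final); after 20 min binding at room temperature, polarization measured.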
Starred values were filed as active, the others as inactive; ? = inconclusive; . = not tested or not shown; [ ] = dose if it differs, or a comment. Unless noted, calls come from the whole dose curve; as a rule, active = well fitted curve in the direction sought with a large enough effect; inconclusive = small, poorly fitted or top-dose-only effect, or another doubt; inactive = no such curve, though single readings can be large; an effect the other way counts as inactive or inconclusive.

SMILES	B2AR arrestin	TRPV1 agonist	AT treatment	BRCA1 expr up	p53 reactivator	ELG1 repair inh	TCR act	Integrin act MD	CXXC DNA block	TSG101-PTAP inh
COc1ccc(OC)c(C2SCCN2S(C)(=O)=O)c1 (stereo unspecified)	-2.1%	-0.2	2.0%	12.0%	0.3%	8.8%	-4.9%	9.3%	11.6%	-2.1%
CCC(C)(C)n1nnnc1C(c1cccc(C#N)c1)N1CCN(c2cccc(C)c2C)CC1 (stereo unspecified)	0.1%	2.9	3.3%	-13.0%	2.6%	-4.0%	7.5%	20.1%	12.4%	0.4%
Cc1cc(S(=O)(=O)N2CCCC(C)C2)ccc1-n1cnnn1 (stereo unspecified)	0.3%	19.4	-14.4%	-18.8%	0.9%	-3.6%	4.6%	-3.9%	-6.2%	-0.4%
COc1cccc(CN2C(=O)c3ccccc3C2C(=O)NCC2CCCO2)c1 (stereo unspecified)	0.4%	0.3	1.4%	4.4%	-1.9%	10.1%	-0.5%	15.5%	-4.5%	-11.7%
COc1cc(OC)c(/C=N/N2CCN(c3ccccc3OC)CC2)c(OC)c1	-1.1%	-3.1	-5.1%	101.5%	11.8%	9.3%	-4.0%	23.1%	2.4%	-5.8%
CCOC(=O)c1sc2nc(CN3CCN(c4cccc(C(F)(F)F)c4)CC3)[nH]c(=O)c2c1C	-0.5%	0.9	4.0%	-20.2%	15.7%	?	1.5%[46.1 µM]	18.5%	14.1%	-1.6%
CC(C)(C)c1ccc(-c2ccc3c(c2)S(=O)(=O)c2ccccc2C3=O)cc1	.	.	.	3.5%	.	.	0.7%	0.4%	.	-1.1%
COc1ccc(-c2noc(CCC(=O)N3CCN(c4cccc(C(F)(F)F)c4)CC3)n2)cc1	0.0%	9.6	4.2%	-71.3%	1.4%	?	-22.0%	-45.7%[inhibitor]	4.5%	-7.2%
O=C(O)c1ccccc1CSc1nc2ccccc2[nH]1	-0.6%	-0.2	-2.9%	?	29.8%	?	-1.4%	-19.5%	-2.0%	-0.6%
COC(=O)C1=C(C)NC(=O)/C1=C\N(C)C	-0.1%	-0.4	1.3%	0.0%	-0.4%	?	-3.4%	-2.4%	-1.4%	-0.7%
CC(C)(C)n1nc2c(c1NC(=O)c1cccc(C(F)(F)F)c1)CS(=O)C2 (stereo unspecified)	-0.4%	1.6	-6.9%	-15.4%	-11.7%	-4.4%	-34.0%	2.3%	0.6%	-0.6%
Cc1cccc(C(C(=O)NC2CCCCC2)N(C(=O)c2csnn2)C2CC2)c1 (stereo unspecified)	-0.5%	25.3	-8.1%	-19.1%	1.9%	0.1%	13.5%	-8.2%	17.5%	-3.0%
Cc1cc(C)nc(NS(=O)(=O)c2ccc(NC(=O)CCC(=O)O)cc2)n1	.	.	.	0.5%	.	.	0.9%	6.8%	.	0.2%
Cc1cccc(NC(=S)N(C)C2(c3ccccc3Cl)CCCCC2=O)c1 (stereo unspecified)	-0.5%	3.3	0.6%	-25.9%	-4.3%	6.5%	-5.8%	9.5%	10.5%	-10.4%
COc1ccc(-n2cc(CNCCc3nc(C)cc(C)n3)c(-c3ccccc3Cl)n2)cc1	-0.4%	11.2	14.3%	-7.0%	2.8%	-10.5%	-1.3%	-22.0%	2.7%	-2.5%
Cc1ccc(-n2nnnc2SCC(=O)N2CCN(C(=O)c3ccco3)CC2)c(C)c1	0.2%	-0.6	0.1%	-17.2%	-3.5%	-1.7%	-0.4%	-22.7%	13.1%	-4.1%
CN(CCNC(=O)c1ccc(N2CCCC2=O)cc1)CCc1ccccc1	0.5%	3.1	-0.3%	-17.0%	-2.0%	25.3%	5.0%[46.1 µM]	-21.8%	2.4%	-1.2%
CCC(C)NS(=O)(=O)c1ccc(OCC(=O)NCc2cccnc2)cc1 (stereo unspecified)	-1.0%	-0.3	2.8%	1.7%	-0.2%	-2.3%	4.1%	-6.2%	-0.3%	-2.1%
CC1CCCN(S(=O)(=O)c2ccc(-c3ccc(=O)[nH]n3)o2)C1 (stereo unspecified)	0.2%	2.7	-2.5%	0.2%	-2.4%	?	7.5%	-6.6%	5.4%	-3.8%
Cc1cc(C)c2nc(Cl)c(C3NC(=O)c4ccccc4N3)cc2c1 (stereo unspecified)	-0.1%	6.8	-2.9%	-30.7%	-2.6%	-11.0%	-4.7%	-3.5%	16.2%	-4.9%
CCOC(=O)C1C2C=CC3(CN(Cc4ccccc4)C(=O)C13)O2 (stereo unspecified)	0.1%	0.1	-3.9%	-6.5%	2.2%	17.2%	5.4%	-8.7%	16.3%	-2.9%
CCC(C)C(=O)Nc1cc(C(=O)OC)ccc1C(=O)OC (stereo unspecified)	0.2%	0.0	0.4%	-1.4%	-0.9%	11.5%	7.5%	10.1%	-3.2%	-9.5%
CCC(=O)Nc1cccc(-c2nnc(-c3ccccc3)o2)c1	.	.	.	28.3%	.	.	5.8%	41.4%	.	-0.5%
CC(CN1CCNCC1)(NS(=O)(=O)c1ccccc1)c1ccccc1 (stereo unspecified)	-0.7%	0.0	-0.3%	-61.0%	0.5%	-0.5%	7.7%	-2.7%	0.8%	-3.2%
COc1ccc(/C=C(\C#N)C(=O)Nc2cccc3ncccc23)cc1OC	0.0%	-2.1	0.0%	-9.9%	3.2%	-7.1%	2.1%	-12.9%	25.3%	0.3%
(continued)
SMILES	B2AR arrestin	TRPV1 agonist	AT treatment	BRCA1 expr up	p53 reactivator	ELG1 repair inh	TCR act	Integrin act MD	CXXC DNA block	TSG101-PTAP inh
COc1ccccc1NCC(=O)Nc1cc(S(=O)(=O)N2CCOCC2)ccc1N1CCOCC1	0.5%	6.3	2.2%	-30.3%	-2.0%	-0.5%	6.7%	-16.4%	-0.2%	-0.8%
Cc1cccc(C)c1NC(=O)c1cccnc1	-0.5%	2.9	12.0%	-1.3%	.	-4.9%	.	27.0%	-1.3%	-5.7%
O=C(NC1CC1)C1CCN(C2CCN(C(=O)c3c(F)cccc3Cl)CC2)CC1	-0.2%	-2.9	-6.0%	0.0%	6.8%	-2.0%	3.8%	-17.6%	36.8%[activator]	2.2%
CCOc1ccccc1N1CCN(C(=O)c2cccc(S(=O)(=O)N3CCOCC3)c2)CC1	-0.2%	6.6	-2.1%	-22.2%	-3.2%	-13.3%	-0.2%	18.2%	.	-6.3%
CCCC(/C=C/c1ccc(OC(C)=O)cc1)=C1/c2ccccc2C(=O)N1c1ccccc1	0.2%	7.5	11.3%	-50.6%	23.5%	-13.8%	2.8%	-16.5%	.	0.7%
Cc1cccc(C2Nc3ccccc3C(=O)N2NC(=O)c2ccc([N+](=O)[O-])cc2)n1 (stereo unspecified)	-0.1%	1.6	10.8%	-0.8%	-0.8%	-6.1%	1.1%	18.0%	6.4%	-0.4%
CCCC(=O)c1cn(CC(=O)OC)c2ccccc12	0.1%	-1.7	-4.4%	13.6%	-3.4%	18.3%	0.8%	1.8%	-1.5%	-1.7%
NC(=O)CN(c1ccc(Cl)cc1)S(=O)(=O)c1ccccc1	-0.3%	-1.5	7.5%	-9.7%	-5.3%	.	.	14.5%	14.4%	-3.0%
O=C1N=C(N2CCCC2)CN1c1ccccc1	-0.3%	-2.2	-0.8%	8.1%	2.7%	8.2%	.	-33.6%	-1.0%	-3.4%
CN(C)/C=C/C(=O)c1cnc(-c2ccccc2)s1	-0.2%	11.9	-1.0%	?	13.9%	?	3.3%	?	-1.6%	0.4%
CCN(CC)S(=O)(=O)c1ccc(N2CCOCC2)c(NC(=O)COc2ccc(OC)cc2)c1	-0.9%	5.0	8.0%	-25.7%	-8.9%	18.3µM*	-6.0%	0.0%	.	-2.0%
CCCCN(CC)C(=O)c1cc2c(=O)[nH]c3ccc(C)cc3c2s1	-0.8%	12.4	-8.6%	-9.2%	-5.2%	?	-6.2%	-8.7%	5.6%	-6.8%

Five entries picked at random from those above, as already listed:
SMILES	B2AR arrestin	TRPV1 agonist	AT treatment	BRCA1 expr up	p53 reactivator	ELG1 repair inh	TCR act	Integrin act MD	CXXC DNA block	TSG101-PTAP inh
CCCCN(CC)C(=O)c1cc2c(=O)[nH]c3ccc(C)cc3c2s1	-0.8%	12.4	-8.6%	-9.2%	-5.2%	?	-6.2%	-8.7%	5.6%	-6.8%
CCOC(=O)c1sc2nc(CN3CCN(c4cccc(C(F)(F)F)c4)CC3)[nH]c(=O)c2c1C	-0.5%	0.9	4.0%	-20.2%	15.7%	?	1.5%[46.1 µM]	18.5%	14.1%	-1.6%
Cc1ccc(-n2nnnc2SCC(=O)N2CCN(C(=O)c3ccco3)CC2)c(C)c1	0.2%	-0.6	0.1%	-17.2%	-3.5%	-1.7%	-0.4%	-22.7%	13.1%	-4.1%
CC(C)(C)c1ccc(-c2ccc3c(c2)S(=O)(=O)c2ccccc2C3=O)cc1	.	.	.	3.5%	.	.	0.7%	0.4%	.	-1.1%
O=C(NC1CC1)C1CCN(C2CCN(C(=O)c3c(F)cccc3Cl)CC2)CC1	-0.2%	-2.9	-6.0%	0.0%	6.8%	-2.0%	3.8%	-17.6%	36.8%[activator]	2.2%

Bioassay records (PubChem)
